High-throughput results (PubChem BioAssay)
CCT modulator = High-Throughput Screening for Modulators of Cytosolic Chaperonin Activity. AID 651819, 2012. activity change, % (no concentration beside the values), hits read low. purified chaperonin ATPase assay, HTRF ADP detection, 30 min. 360,000 compounds, 0.3% hits; in the data active means activity change below about -30%; further: on the % scale 0 is the no-effect control and ±100 the full control effect
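TRiC (40 or 20 nM final, by batch activity) in 30 mM Tris pH 7.4, 100 mM KCl, 5 mM MgCl2, 1 mM DTT was treated with compound at 76 uM single dose, then 10 uM ATP, 30 min at 37 °C. ADP was read by HTRF Transcreener.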
Nrf2 ARE act = qHTS of Nrf2 Activators | AREc32 ARE-luciferase reporter (MCF7-derived line), luminescence, 24 h | Potency, µM (top dose mostly 46.1 µM), for inactives: at the top dose activation, most hits filed as activators | 410,000 compounds, 0.31% hits | AID 624171, 2012; further: potency means the concentration at half of the fitted maximal effect; % of control where 0% means no effect; nearly all actives have a fitted effect of over 65% in size
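Nrf2 activation is followed as ARE-luciferase induction in the AREc32 line after one day of compound treatment; luminescence is read with Steady-Glo.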
Nrf2 block = Nrf2 qHTS screen for inhibitors | A549 ARE-Fluc reporter, luciferase luminescence, 18-24 h | Potency, µM (highest dose often 46 µM), inactives show at the top dose activity change, negative = inhibition, usual class: inhibitors | 360,000 compounds, 2.1% hits | AID 504444, 2011; further: potency means the concentration at half of the fitted maximal effect; on the % scale 0 is the no-effect control and ±100 the full control effect; nearly all actives have a fitted effect of over 60% in size
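Nrf2 activity is the BugLite luminescence, read 15 min after reagent at room temperature, following CellTiter-Fluor cytotoxicity readout (30 min, 37C). Compound titrations were applied for 18-24 h to 5000 A549 ARE_Fluc cells/well in 5% FBS OPTI-MEM.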
A549 viability = Nrf2 qHTS screen for inhibitors: counterscreen for cytotoxicity | A549 ARE-Fluc cells, CellTiter-Fluor viability, 18-24 h | Potency, µM (top dose mostly 46 µM), for the others: at the top dose activity change, negative = cytotoxicity, most hits filed as inhibitors | 390,000 compounds, 0.16% hits | AID 504648, 2011; further: potency means the concentration at half of the fitted maximal effect; on the % scale 0 is the no-effect control and ±100 the full control effect
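A549 ARE-Fluc cells in 5% FBS OPTI-MEM, 5000 cells/well, rested 2 h then exposed to compounds in concentration-response for 18-24 h at 37 °C. Viability by CellTiter-Fluor fluorescence (Ex 405/Em 525) after 30 min; luciferase luminescence (BugLite, 15 min, RT) read afterwards.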
TGFb SMAD3 inh = qHTS for Inhibitors of TGF-b. HepG2 CAGA-GFP TGF-b/SMAD3 reporter, GFP fluorescence, 18 h; TGF-beta stimulated, 500 pg/mL final. Potency, µM (doses to about 46.1 µM), inactives show at the highest dose activity, negative = inhibition, hits mostly inhibitors. 410,000 compounds, 1.2% hits. AID 588855, 2011; further: potency means the concentration at half of the fitted maximal effect; on the % scale 0 is the no-effect control and ±100 the full control effect; nearly all actives have a fitted effect of over 65% in size
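HEPG2 CAGA-GFP cells (1000/well, DMEM with 1% FBS) were pre-incubated 2 h at 37 degrees C, given compound by pin tool, then stimulated with TGF-beta at 500 pg/mL final for 18 h before per-cell GFP fluorescence imaging.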
Akt phos inh = HTS Assay for Inhibitors of Akt Phophorylation: Primary Screen | activity change, % for hits at 50 µM | AID 651550, 2012 | Neuro2A IGF-stimulated pAkt S473 HTRF, 20 min; hits give low values | 360,000 compounds, 0.32% hits; in the data active means activity change below about -80%; inconclusive means mostly about -51% to -80%; further: on the % scale 0 is the no-effect control and ±100 the full control effect
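Neuro2A cells in DMEM with 0.5% FBS, overnight at 37 deg C, given compound at single 50 µM final, then IGF (6 nM final) for 20 min at 37 deg C. Lysed; phospho-Akt Ser473 by HTRF after 24 h, 665/615 ratio.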
EPAC2 agonist = qHTS for Agonist of cAMP-regulated guanine nucleotide exchange factor 4 (EPAC2): primary screen | Rap guanine nucleotide exchange factor 4 (Homo sapiens), Q8WZA2 | 360,000 compounds, 0.079% hits | AID 720711, 2013 | EPAC2 activation, biochemical qHTS; response scale: 100% = 6.5 mM cAMP response | Potency, µM (series often up to 154 µM), without a hit: at the highest dose activation, actives largely listed as activators; further: potency means the concentration at half of the fitted maximal effect; nearly all actives have a fitted effect of over 50% in size
Target sequence (Q8WZA2 whole entry, looked up): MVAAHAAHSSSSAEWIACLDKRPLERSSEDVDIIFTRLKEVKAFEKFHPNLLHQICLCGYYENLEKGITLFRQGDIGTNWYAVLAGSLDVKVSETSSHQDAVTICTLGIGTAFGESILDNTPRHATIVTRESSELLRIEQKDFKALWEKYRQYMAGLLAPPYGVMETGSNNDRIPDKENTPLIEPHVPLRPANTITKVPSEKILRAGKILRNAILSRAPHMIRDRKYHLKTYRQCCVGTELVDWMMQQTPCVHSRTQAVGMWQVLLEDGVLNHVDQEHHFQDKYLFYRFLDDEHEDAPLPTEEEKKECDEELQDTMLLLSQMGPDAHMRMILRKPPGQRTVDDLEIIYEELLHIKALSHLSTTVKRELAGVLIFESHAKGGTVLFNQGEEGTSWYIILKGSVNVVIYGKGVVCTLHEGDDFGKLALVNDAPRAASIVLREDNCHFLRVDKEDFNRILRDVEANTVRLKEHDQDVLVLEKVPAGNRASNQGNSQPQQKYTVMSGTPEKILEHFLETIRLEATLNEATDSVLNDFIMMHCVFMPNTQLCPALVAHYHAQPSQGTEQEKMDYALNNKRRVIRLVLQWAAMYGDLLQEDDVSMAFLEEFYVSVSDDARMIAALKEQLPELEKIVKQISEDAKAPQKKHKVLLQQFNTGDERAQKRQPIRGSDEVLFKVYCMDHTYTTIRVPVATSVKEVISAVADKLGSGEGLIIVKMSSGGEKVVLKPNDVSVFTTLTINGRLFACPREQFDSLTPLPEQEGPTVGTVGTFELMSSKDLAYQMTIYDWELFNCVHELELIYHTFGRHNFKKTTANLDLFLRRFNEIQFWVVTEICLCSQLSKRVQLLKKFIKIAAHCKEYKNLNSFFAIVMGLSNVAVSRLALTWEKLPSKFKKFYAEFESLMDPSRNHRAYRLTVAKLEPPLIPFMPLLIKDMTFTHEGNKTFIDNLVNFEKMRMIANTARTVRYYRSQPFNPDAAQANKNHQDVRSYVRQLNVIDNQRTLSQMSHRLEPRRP
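Setup: EPAC2 100 nM, labeled Rap1B complex 250 nM, free GDP 50 uM. Compound titrations pinned in, brief spin, 5 min room temperature incubation. Kinetic fluorescence read over 30 min, normalized to 6.5 mM cAMP.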
MmCpn inh = Inhibitors of TCP-1 ring complex (TRiC) of Methanococcus maripaludis (MmCpn): qHTS | Potency, µM (highest dose often 76.9 µM), for inactives: top-dose activity, negative = inhibition, actives largely listed as inhibitors | Chaperonin Mm-Cpn (Methanococcus maripaludis) | 330,000 compounds, 0.031% hits | purified Mm-Cpn ATPase, ADP Transcreener TR-FRET; further: potency means the concentration at half of the fitted maximal effect; on the % scale 0 is the no-effect control and ±100 the full control effect; nearly all actives have a fitted effect of over 80% in size
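ATP (10 uM final) was added to archaeal chaperonin (25 nM final) after 10 min exposure to test compound at 37°C; after 30 min further incubation, ADP was detected by competitive TR-FRET.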
EPAC2 antagonist = qHTS for Antagonist of cAMP-regulated guanine nucleotide exchange factor 2 (EPAC2): primary screen. EPAC2 GEF exchange of Rap1B-BODIPY-GDP, fluorescence. Potency, µM (series often up to 114 µM), for the others: top-dose activity, negative = inhibition, most hits filed as inhibitors. 360,000 compounds, 0.18% hits. AID 720708, 2013; further: potency means the concentration at half of the fitted maximal effect; on the % scale 0 is the no-effect control and ±100 the full control effect; nearly all actives have a fitted effect of over 45% in size; many of its hits are not listed in these tables
Starred values were filed as active, the others as inactive; i = inactive; u = inconclusive; x = not tested or not shown; & = joins results of further samples; [ ] = remark or other dose. Unless noted, the call rests on the fitted dose curve; in most records, active means well fitted curve in the direction sought with a large enough effect; inconclusive means small, poorly fitted or top-dose-only effect, or another doubt; inactive means no such curve, though single readings can be large; an effect the other way counts as inactive or inconclusive. Only part of the results is shown. The share of hits here may be higher or lower than overall.

cpd	compound	A549 viability	Nrf2 ARE act	Nrf2 block	EPAC2 antagonist	TGFb SMAD3 inh	EPAC2 agonist	CCT modulator	MmCpn inh	Akt phos inh
1	Cc1[nH]n(-c2ccc([N+](=O)[O-])cc2)c(=O)c1C=NCCN1CCN(C(=O)c2ccccc2F)CC1	-3.0%	0.2%	17.6%	-2.0%	-40.4%	1.3%	-5.5	1.9%	i
2	CN1CCN(c2nc3ccccn3c(=O)c2C=C(C#N)C#N)CC1	u	2.7%	-1.5%	11.7%	-0.4%	19.7%	-1.8	-9.4%	i
3	CN(C(=O)/C=C/c1ccccc1)C1CCS(=O)(=O)C1 (configuration not stated)	4.3%	-0.4%	11.5%	18.5%	11.2%	8.3%	0.5	-1.0%	i
4	Cc1occc1C(=O)NCc1ccccn1	-9.0%	-0.9%	5.1%	-4.0%	23.1%	10.0%	0.0	3.8%	i
5	O=C(NCc1ccccn1)c1c(-c2ccccc2)sc2ccccc12	-0.6%	1.1%	-14.0%	-6.0%	-11.1%	10.3%	-3.1	-11.7%	i
6	CCOC(=O)c1cc(C)sc1/N=C/C1C(=O)CC(C)(C)CC1=O	0.8%	0.1%	22.1%	13.3%	8.3%	-9.1%	-2.0	0.7%	i
7	O=C(c1ccccc1F)N(Cc1cccs1)C1CCS(=O)(=O)C1 (configuration not stated)	2.2%	0.1%	-9.5%	4.1%	5.2%	9.2%	-0.9	1.3%	i
8	Cc1ccc(N(CC(=O)NC(C)(C)C)C(=O)CNC(=O)c2cccs2)cc1C	-4.8%	0.4%	-11.1%	-5.2%	-4.3%	5.0%	-2.3	0.8%	i
9	Cc1coc2c(C)c3oc(=O)c(CCC(=O)NCCc4ccccc4)c(C)c3cc12	-6.7%	-1.1%	-23.6%	x	-20.3%	x	x	x	x
10	COc1ccccc1C1C(C#N)=C(N)N(N(C)C)C2=C1C(=O)CC(C)(C)C2 (configuration not stated)	-1.5%	-1.0%	2.2%	-5.6%	44.9%[activator]	6.0%	-5.5	0.7%	i
11	CCOC(=O)c1sc(NC(=O)C(CC)OC(=O)c2ccco2)nc1C (configuration not stated)	5.9%	2.3%	7.9%	10.4%	-17.3%	3.1%	1.9	-1.0%	i
12	O=C(CNc1ccccc1)Nc1ccc(F)cc1	-0.9%	6.2%	u	13.4%	2.2%	7.4%	2.7	-0.4%	x
13	CN(C)/N=C/c1ccc(/C=N/NC(N)=S)o1	-14.6%	3.1%	11.1%	4.8%	-2.1%	4.5%	1.1	-4.6%	i
14	O=C(N/C(=C/c1ccc(Cl)cc1)C(=O)N1CCOCC1)c1ccccc1	0.1%	-0.1%	5.4%	1.7%	u	1.8%	-1.2	2.3%	i
15	Cc1[nH]n(C(N)=S)c(=O)c1N=Nc1ccc(S(=O)(=O)N2CCCC2)cc1	-25.6%	-0.1%	u	-12.7%	-4.5%	-13.6%	-3.0	-1.9%	i
16	N#CCC(=O)Nc1ccc(C(=O)OCC(=O)NC2CCCCCC2)cc1	0.4%	-0.2%	u	1.4%	6.3%	1.1%	-9.6	-0.6%	i
17	O=C(c1cccs1)N1CCCC(c2nc3c(nnn3Cc3cccc(Cl)c3)c(=O)[nH]2)C1 (configuration not stated)	-1.9%	0.8%	u	-11.9%	-1.5%	7.5%	-0.6	-1.1%	i
18	CN(C)S(=O)(=O)c1cccc(NC(=O)Cn2cc(C(F)(F)F)cc(Cl)c2=O)c1	-2.9%	-0.9%	-5.5%	-3.9%	2.0%	0.8%	-1.3	1.0%	i
19	CCOc1nc(Nc2ccccc2F)nc(OCC)n1	u	4.7%	5.5%	-8.7%	8.7%	9.1%	-6.4	0.8%	i
20	COc1ccc(Cc2nnc(SC(C)C(=O)Nc3ccc(C(N)=O)cc3)o2)cc1 (configuration not stated)	-1.5%	0.3%	-10.5%	-1.7%	u	6.8%	0.7	-0.3%	i
21	CC(=O)N1CCc2c(sc3c2c(=O)n(-c2ccc(C)cc2)c(=O)n3Cc2ccccc2C)C1	1.4%	4.3%	-9.6%	x	-17.2%	x	x	x	x
22	COC(=O)[C@@]12CCCCN1[C@H](c1ccc(-c3ccc(F)cc3)c(OC)c1)[C@H]1C(=O)N(C)C(=O)[C@H]12	-4.5%	-1.3%	u	-8.8%	-0.8%	6.4%	1.6	3.6%	i
23	COc1ccccc1NC(=O)Cc1coc2cc(C)ccc12	-10.3%	0.7%	2.8%	0.6%[57.1 µM]	-8.5%	11.2%	1.4	-0.5%	i
24	Cc1ccc(NC(=O)Cc2ccsc2)cc1Cl	0.0%	7.8%	u	-21.5%	u	2.5%	-4.1	0.0%	i
25	O=C(Nc1cccc(C(F)(F)F)c1)C12CC3CC(CC(C3)C1)C2	7.4%	-0.6%	-6.0%	16.5%	15.2%	1.0%	1.0	-0.3%	i
26	COc1ccc(C(=O)CCNc2ccc(C)c(Cl)c2)cc1	-3.7%	0.2%	10.3%	7.5%	u	1.9%	-0.3	-2.1%	i
27	CCOC(=O)C1=CN(Cc2ccc(Br)cc2)S(=O)(=O)NC1C (configuration not stated)	13.4%	3.7%	13.5%	-16.4%	u	14.2%	1.5	-0.5%	i
28	O=C(COC(=O)C1CC1)Nc1ccc(Oc2ccccc2)cc1	-5.2%	6.6%	5.9%	-23.1%	16.9%	0.0%[15.6 µM]	-1.7	-1.8%	x
29	Cc1c(C(=O)c2ccc(Br)cc2)c(=O)n(C)c(=O)n1C	11.6%	0.2%	24.8%	2.7%	13.6%	4.2%	1.1	-2.8%	i
30	CN(C)/C=N/C(=S)Nc1ccc(Cl)cc1	1.2%	2.6%	u	-2.8%	-14.2%	1.0%	-1.2	-0.4%	i
31	CCS(=O)(=O)c1nc(S(=O)(=O)c2ccc(Cl)cc2)c(N2CCN(C)CC2)s1	-0.2%	u	u	3.9%	-2.2%	2.9%	0.2	0.6%	i
32	Nn1c(SCC(=O)Nc2ccccc2F)nnc1-c1cccnc1	-10.3%	-0.1%	-14.5%	5.7%	-19.4%	0.2%	-0.2	-3.0%	i
33	O=C(c1ccc(S(=O)(=O)N2CCCCC2)cc1)N1CCc2ccccc2C1	6.5%	2.8%	u	15.3%	-31.3%	-0.8%	0.8	-3.4%	i
34	CCOC(O)[C@H]1N[C@@H](c2ccc(Cl)cc2)[C@@H]([N+](=O)[O-])[C@@H]1c1ccccc1 (some centres not stated)	18.7%	-0.4%	9.7%	-4.9%	-28.0%	2.1%	1.0	3.6%	i
35	O=C(COc1cccnc1[N+](=O)[O-])Nc1ccc(N2CCOCC2)cc1	-1.2%	-0.4%	-8.0%	-3.4%	-3.2%	10.7%	-2.2	1.7%	i
36	Cc1ccc(CNC(=O)C2(C(F)(F)F)C/C(=C\Cc3ccccc3)CCCO2)o1 (configuration not stated)	9.4%&-0.3%	10.8%	18.2%&16.6%	-11.1%	u	4.5%	1.1	-0.8%	i
37	COc1ccc(CC(=O)Nc2ccc(N3CCCC3)c(C)c2)cc1	-1.9%	1.8%	u	-7.8%	5.5%	10.4%	2.4	-0.2%	i
38	CCOC(=O)C1CCN(C(=O)CN(c2cccc(C(F)(F)F)c2)S(C)(=O)=O)CC1	-3.4%	-0.5%	10.6%	-2.4%	-5.6%	4.1%	-2.4	-0.1%	i
39	CC(CN1C(C)CCCC1C)OC(=O)c1ccccc1F (configuration not stated)	-0.6%	0.0%	6.1%	2.2%	3.8%	7.1%	-0.1	0.2%	i
40	CCOC(=O)C1=C(C)N=C2c3ccccc3C(=O)C2C1c1ccc(C)cc1 (configuration not stated)	u	1.9%	u	-2.2%	-7.0%	1.5%	-2.2	-4.2%	i
41	CCCS(=O)(=O)NC(=O)C1(C)CCCN(C(=O)c2ccc3ccccc3n2)C1 (configuration not stated)	x	5.9%	x	3.1%	4.5%	6.7%	-0.5	x	i
42	O=C(Nc1ccccc1OC(F)F)c1ccc(F)cc1	0.3%	0.6%	14.3%	12.3%	-3.8%	-6.6%	2.1	1.1%	i
43	CC(=O)NNc1ncnc2ccccc12	3.4%	7.8%	9.5%	0.6%[57.1 µM]	-2.3%	8.6%	1.8	0.2%	i

Reformatted with two lines to a compound: part of the list above
Values run as follows: A549 viability | Nrf2 ARE act | Nrf2 block | EPAC2 antagonist | TGFb SMAD3 inh | EPAC2 agonist | CCT modulator | MmCpn inh | Akt phos inh
41	CCCS(=O)(=O)NC(=O)C1(C)CCCN(C(=O)c2ccc3ccccc3n2)C1 (configuration not stated)
→ x | 5.9% | x | 3.1% | 4.5% | 6.7% | -0.5 | x | i
42	O=C(Nc1ccccc1OC(F)F)c1ccc(F)cc1
→ 0.3% | 0.6% | 14.3% | 12.3% | -3.8% | -6.6% | 2.1 | 1.1% | i
43	CC(=O)NNc1ncnc2ccccc12
→ 3.4% | 7.8% | 9.5% | 0.6%[57.1 µM] | -2.3% | 8.6% | 1.8 | 0.2% | i
